HCMV antiviral = blocks human cytomegalovirus replication; activity change, negative = inhibition, % at 57.5 µM; AID 1259415; HFF cells, HCMV-luciferase reporter, 72 h; hits give low values; 4.5% of 410,000 active; in the data active means activity change below about -60%; inconclusive means no clear call, values can overlap the other calls; inactive means above about -39%
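HFF cells seeded 16 h at 37C, treated with compounds, infected with luciferase-reporter HCMV at MOI 1 PFU/cell; luciferase read at 72 h post infection, normalized to buffer-only and Salinomycin controls.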
HCV inh = HCV inhibition; Huh7.5.1 HCVcc-Cre infection, luciferase reporter, 44 h; Potency, µM (titrated, usually from 41.8 µM), for inactives: top-dose activity change, negative = inhibition, most hits filed as inhibitors; 3.4% of 340,000 active; further: potency means the concentration at half of the fitted maximal effect
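Reporter virus HCVcc-Cre (~0.5 moi) infects cells exposed to compound; seeding density 1,000 cells/well with 4 h settling beforehand. Luminescence, 15 sec read, taken 44 h post-infection following a 15 min RT substrate incubation.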
Giardia FBPA inh = blocks Giardia fructose-bisphosphate aldolase activity; A8B2U2; purified Giardia FBPA; Potency, µM (titrated, usually from 59.6 µM), for inactives: at the highest dose activity, negative = inhibition, usual class: inhibitors; 0.71% of 290,000 active; AID 2451; further: potency means the concentration at half of the fitted maximal effect; nearly all actives have a fitted effect of over 55% in size
Target sequence (A8B2U2 whole entry, looked up): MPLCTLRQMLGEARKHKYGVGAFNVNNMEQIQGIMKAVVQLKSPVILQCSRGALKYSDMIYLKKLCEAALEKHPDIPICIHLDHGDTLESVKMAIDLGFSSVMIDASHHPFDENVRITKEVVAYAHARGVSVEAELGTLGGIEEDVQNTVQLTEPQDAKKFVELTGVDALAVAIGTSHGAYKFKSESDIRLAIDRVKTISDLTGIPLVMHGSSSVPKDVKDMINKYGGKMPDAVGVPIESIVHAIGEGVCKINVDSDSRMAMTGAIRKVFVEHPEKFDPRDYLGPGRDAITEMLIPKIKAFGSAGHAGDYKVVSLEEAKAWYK
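40 nM FBPA preincubated 10 min at RT with compound (up to 57.5 uM final), then substrate plus GAPDH/TPI/NAD/arsenate coupling and diaphorase/resazurin added. Fluorescence read after 20 min at RT, 525/598 nm.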
AmpC inh detg = inhibitors of E. coli AmpC beta-lactamase with detergent; P00811; AmpC hydrolysis of nitrocefin, absorbance 480 nm, 0.01% Triton; Potency, µM (titrated, usually from 114 µM), inactives show at the highest dose activity change, negative = inhibition, most hits filed as inhibitors; 0.041% of 370,000 active; AID 485294;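 further: potency means the concentration at half of the fitted maximal effect; 0% = no-compound wells and -100% = no-enzyme wells; nearly all actives have a fitted effect of over 25% in size; some results filed as inactive show a strong effect at the top dose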
Target sequence (P00811 whole entry, looked up): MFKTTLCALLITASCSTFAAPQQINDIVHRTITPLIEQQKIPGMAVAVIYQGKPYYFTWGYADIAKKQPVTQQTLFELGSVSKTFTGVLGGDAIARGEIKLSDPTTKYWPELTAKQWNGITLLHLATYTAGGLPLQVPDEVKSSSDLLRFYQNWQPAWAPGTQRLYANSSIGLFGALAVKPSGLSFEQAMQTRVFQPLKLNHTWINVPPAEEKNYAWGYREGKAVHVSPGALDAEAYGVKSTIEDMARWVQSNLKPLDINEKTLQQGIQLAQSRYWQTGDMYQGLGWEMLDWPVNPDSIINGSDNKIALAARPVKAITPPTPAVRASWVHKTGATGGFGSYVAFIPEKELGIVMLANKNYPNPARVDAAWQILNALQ
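AmpC (5.3 nM in the dispensed reagent) in 20 mM phosphate pH 7.0 with 0.01% (detergent screen) or 0.0001% Triton X-100 was preincubated with compounds for 15 min at room temperature. Nitrocefin was then added from an 800 uM solution, and hydrolysis was followed at 480 nm.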
Sm TGR block = inhibitors of Schistosoma mansoni thioredoxin glutathione reductase; AID 485364; Q962Y6; Potency, µM (series often up to 114 µM), for inactives: top-dose activity change, negative = inhibition, usual class: inhibitors; 3% of 360,000 active; purified TGR, DTNB reduction, TNB absorbance 405 nm; further: potency means the concentration at half of the fitted maximal effect; nearly all actives have a fitted effect of over 60% in size
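First, TGR (20 nM dispensed) and NADPH were mixed with compound. Second, a 15 min room-temperature incubation followed. Third, further NADPH and then DTNB were added to start the reaction. Finally, TNB absorbance was monitored kinetically.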
AMA1-RON2 inh = inhibitors of Plasmodium falciparum AMA1-RON2 interaction; AlphaScreen AMA1-biotinylated RON2 peptide binding; Potency, µM (series often up to 58.2 µM), without a hit: top-dose activity change, negative = inhibition, most hits filed as inhibitors; 0.2% of 360,000 active;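 further: potency means the concentration at half of the fitted maximal effect; 0% = vehicle wells and -100% = peptide control; nearly all actives have a fitted effect of over 45% in size; some results filed as inactive show a strong effect at the top dose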
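AMA1 (3D7) with his tag at 25 nM final met compounds first, then biotinylated RON2 peptide at 25 nM; detection used donor plus acceptor beads, 10 µg/mL apiece, read by AlphaScreen after 30 min at room temperature.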
Numbers without * were called inactive; [ ] = another dose, or the depositor's remark. Unless noted, the call rests on the fitted dose curve; in most records, active means well fitted curve in the direction sought with a large enough effect; inconclusive means small, poorly fitted or top-dose-only effect, or another doubt; inactive means no such curve, though single readings can be large; an effect the other way counts as inactive or inconclusive. Unless noted, on the % scale 0 is the no-effect control and ±100 the full control effect.

The first 4 entries, ahead of the listing:
How did CC(=O)c1cccc(NC(=S)N2c3ccccc3CC2C)c1 (configuration not stated) do in these assays?
HCMV antiviral: 11; HCV inh: 9%; Giardia FBPA inh: 1%; AmpC inh detg: 1%; Sm TGR block: 2%; AMA1-RON2 inh: 8%

Results for CCC(C)NC(=O)c1ccc2c(Cl)c3c(nc2c1)CCC3 (configuration not stated) ?
HCMV antiviral: -24; HCV inh: -8%; Giardia FBPA inh: -4%; AmpC inh detg: 2%; Sm TGR block: -6%; AMA1-RON2 inh: 8%

Results for CC(=O)c1cccc(CN2CCC(CO)(CCCc3ccccc3)CC2)c1 ?
HCMV antiviral: 3; HCV inh: 1%; Giardia FBPA inh: 0%; AmpC inh detg: -5%; Sm TGR block: -12%; AMA1-RON2 inh: 0%

How did C=CCNC(=O)c1ccccc1NC(=O)c1ccccc1N(C)S(C)(=O)=O do in these assays?
HCMV antiviral: -29; HCV inh: 1%; Giardia FBPA inh: 11%; AmpC inh detg: 0%; AMA1-RON2 inh: -6%

Main list, from the first entry:
How did CC(=O)c1cccc(NC(=S)N2c3ccccc3CC2C)c1 (configuration not stated) do in these assays?
HCMV antiviral: 11; HCV inh: 9%; Giardia FBPA inh: 1%; AmpC inh detg: 1%; Sm TGR block: 2%; AMA1-RON2 inh: 8%

Results for CCC(C)NC(=O)c1ccc2c(Cl)c3c(nc2c1)CCC3 (configuration not stated) ?
HCMV antiviral: -24; HCV inh: -8%; Giardia FBPA inh: -4%; AmpC inh detg: 2%; Sm TGR block: -6%; AMA1-RON2 inh: 8%

Results for CC(=O)c1cccc(CN2CCC(CO)(CCCc3ccccc3)CC2)c1 ?
HCMV antiviral: 3; HCV inh: 1%; Giardia FBPA inh: 0%; AmpC inh detg: -5%; Sm TGR block: -12%; AMA1-RON2 inh: 0%

How did C=CCNC(=O)c1ccccc1NC(=O)c1ccccc1N(C)S(C)(=O)=O do in these assays?
HCMV antiviral: -29; HCV inh: 1%; Giardia FBPA inh: 11%; AmpC inh detg: 0%; AMA1-RON2 inh: -6%

How did O=S(=O)(NCC(c1cccs1)S(=O)(=O)c1ccccc1)c1ccc(F)c(C(F)(F)F)c1 (configuration not stated) do in these assays?
HCMV antiviral: 11; AmpC inh detg: 2%; Sm TGR block: inconclusive

Results for CC1CCN(CCCNC(=O)c2cc3c(=O)n(C)c4ccccc4c3n2C)CC1 ?
HCMV antiviral: -8; HCV inh: inconclusive; Giardia FBPA inh: -12%; AmpC inh detg: inconclusive; Sm TGR block: -15%; AMA1-RON2 inh: -3%

What do the screens show for `COc1ccccc1-c1nnc(N(C)C(=O)C2CCCO2)s1` (configuration not stated)?
HCMV antiviral: 0; HCV inh: -16%; Giardia FBPA inh: -1%; AmpC inh detg: inconclusive; Sm TGR block: -1%; AMA1-RON2 inh: 0%

What do the screens show for `Cc1ccccc1NC(=S)Nc1cccc2cnccc12`?
HCMV antiviral: -65*; HCV inh: -11%; Giardia FBPA inh: 2µM*; AmpC inh detg: 0%; Sm TGR block: inconclusive; AMA1-RON2 inh: 8%

What do the screens show for `O=S(=O)(N1CCCCC1)N1CCN(c2cc(Cl)ccc2Cl)CC1`?
HCMV antiviral: inconclusive; HCV inh: -28%; Giardia FBPA inh: 7%; AmpC inh detg: 0%; Sm TGR block: 3%; AMA1-RON2 inh: -4%

Results for O=C(NC(=S)NCCN1CCOCC1)c1ccccc1Cl ?
HCMV antiviral: 35; HCV inh: 20%; Giardia FBPA inh: 8%; AmpC inh detg: 3%; Sm TGR block: -31%; AMA1-RON2 inh: 233%[activator]

What do the screens show for `COc1ccccc1C(=O)Nc1ccnn1C1CCN(Cc2ccccc2OCCO)CC1`?
HCMV antiviral: 5; HCV inh: -28%; Giardia FBPA inh: 0%; AmpC inh detg: -11%; Sm TGR block: -6%; AMA1-RON2 inh: 10%

Results for CC(C)(CNC(=O)c1ccc(Br)o1)N1CCOCC1 ?
HCMV antiviral: -26; HCV inh: 6%; AmpC inh detg: -7%; Sm TGR block: inconclusive; AMA1-RON2 inh: 14%

What do the screens show for `O=C(CN1C(=O)CSc2ccc(S(=O)(=O)N3CCCC3)cc21)NCc1ccc(F)cc1Cl`?
HCMV antiviral: 0; AmpC inh detg: -7%; Sm TGR block: 3%

What do the screens show for `COc1ccc(C(=O)N=c2sc3c(C)ccc(OC)c3n2C)cc1OC`?
HCMV antiviral: 83; HCV inh: 16µM*; Giardia FBPA inh: -7%; AmpC inh detg: 7%; Sm TGR block: -2%; AMA1-RON2 inh: 7%

What do the screens show for `Cc1nn(C(C)(C)C)c(C)c1/C=N/OC(=O)Nc1ccc(Cl)cc1`?
HCMV antiviral: -101*; HCV inh: inconclusive; Giardia FBPA inh: -3%; AmpC inh detg: 2%; Sm TGR block: 26%; AMA1-RON2 inh: 9%

Results for Cn1cnnc1SCC(=O)Nc1cc(S(=O)(=O)N2CCCCC2)ccc1Cl ?
HCMV antiviral: -35; HCV inh: 9%; Giardia FBPA inh: 8%; AmpC inh detg: 0%; Sm TGR block: 0%; AMA1-RON2 inh: 14%

Results for Cc1ccc2oc(C(=O)NCCC3CCCCO3)c(C)c2c1 (configuration not stated) ?
HCMV antiviral: 85; HCV inh: -1%; AmpC inh detg: 9%; Sm TGR block: 5%; AMA1-RON2 inh: 16%

What do the screens show for `CCCn1c(C(O)c2ccc3c(c2)OCO3)nc2ccccc21` (configuration not stated)?
HCMV antiviral: -18; HCV inh: -13%; Giardia FBPA inh: 4%; AmpC inh detg: inconclusive; Sm TGR block: -5%; AMA1-RON2 inh: 6%

How did Cn1c(=O)c2c(nc(Oc3ccc(C#N)cc3)n2Cc2ccc(Cl)cc2Cl)n(C)c1=O do in these assays?
HCMV antiviral: -9; AmpC inh detg: -9%; Sm TGR block: -10%

What do the screens show for `CCC(C(=O)NCc1ccncc1)c1ccccc1` (configuration not stated)?
HCMV antiviral: 6; HCV inh: 12%; Giardia FBPA inh: -3%; AmpC inh detg: 8%; Sm TGR block: 4%; AMA1-RON2 inh: -4%

What do the screens show for `COc1ccc(CN(C(=O)c2ccc(OCC(C)C)cc2)C2CCS(=O)(=O)C2)cc1` (configuration not stated)?
HCMV antiviral: 23; AmpC inh detg: inconclusive; Sm TGR block: -7%

How did Cc1sc(NC(=O)C2CCCCC2C(=O)O)c(C(N)=O)c1-c1ccc(C(C)(C)C)cc1 (configuration not stated) do in these assays?
HCMV antiviral: -19; HCV inh: 9%; Giardia FBPA inh: 22%; AmpC inh detg: -16%; Sm TGR block: -33%; AMA1-RON2 inh: 5%

Results for CCN(CC)C(=O)C1CCN(C(=O)c2oc3ccc(C)cc3c2C)CC1 ?
HCMV antiviral: 64; HCV inh: -13%; AmpC inh detg: 2%; Sm TGR block: 0%; AMA1-RON2 inh: 8%

How did COc1ccc(NC(=S)NNC(=O)C2CC2c2ccc(C)cc2)cc1 (configuration not stated) do in these assays?
HCMV antiviral: -9; HCV inh: 12%; Giardia FBPA inh: 26%; AmpC inh detg: inconclusive; Sm TGR block: 29%; AMA1-RON2 inh: 74%[activator]

How did CN(Cc1ccccc1F)c1nc(-c2cccs2)nc2ccccc12 do in these assays?
HCMV antiviral: -60*; HCV inh: inconclusive; Giardia FBPA inh: 18%; AmpC inh detg: -8%; Sm TGR block: 1%; AMA1-RON2 inh: -7%

What do the screens show for `COc1cc(OC)cc(C(=O)Nc2ccccc2S(=O)(=O)N2CCCC2OC(C)=O)c1` (configuration not stated)?
HCMV antiviral: -29; HCV inh: 1%; Giardia FBPA inh: 2%; AmpC inh detg: -13%; Sm TGR block: 11%; AMA1-RON2 inh: 6%

What do the screens show for `NC(=O)C1=C(N=C2CCCCC2)CCCC1`?
HCMV antiviral: 10; HCV inh: 4%; AMA1-RON2 inh: -3%

How did CC(C)(CO)NCc1c(OCc2ccc(Cl)cc2)ccc2ccccc12 do in these assays?
HCMV antiviral: -16; HCV inh: -23%; Giardia FBPA inh: -13%; AmpC inh detg: inconclusive; Sm TGR block: -4%; AMA1-RON2 inh: 0%

How did O=C(CCCN1C(=O)CCC1=O)Nc1ccc2c(c1)OCO2 do in these assays?
HCMV antiviral: 4; HCV inh: 9%; Giardia FBPA inh: 2%; AmpC inh detg: inconclusive; Sm TGR block: 9%; AMA1-RON2 inh: 3%

What do the screens show for `CCOc1cccc2c1OC1(C)CC2NC(=O)N1c1ccc(OC)cc1` (configuration not stated)?
HCMV antiviral: 43; HCV inh: 3%; Giardia FBPA inh: -1%; AmpC inh detg: 1%; Sm TGR block: 7%; AMA1-RON2 inh: 8%

Results for COC(=O)c1cc(S(=O)(=O)NCCCc2ccco2)c[nH]1 ?
HCMV antiviral: 45; HCV inh: 0%; Giardia FBPA inh: -4%; AmpC inh detg: -5%; Sm TGR block: inconclusive; AMA1-RON2 inh: -4%

Results for CC1CCCCC1NC(=O)COc1ccc(C#N)cc1 (configuration not stated) ?
HCMV antiviral: -10; HCV inh: 12%; AMA1-RON2 inh: 3%

What do the screens show for `O=C(NCC1CCCO1)c1ccccc1OCc1ccc(Cl)cc1` (configuration not stated)?
HCMV antiviral: inconclusive; HCV inh: -23%; AmpC inh detg: -14%; Sm TGR block: 8%; AMA1-RON2 inh: -1%

How did CCN(c1ccccc1)S(=O)(=O)c1ccc(C(=O)NCC(=O)Nc2ccc(F)c(F)c2F)cc1 do in these assays?
HCMV antiviral: 0; HCV inh: inconclusive; AMA1-RON2 inh: 14%

How did COC(=O)COc1ccc(S(=O)(=O)N2CCCCC2)cc1[N+](=O)[O-] do in these assays?
HCMV antiviral: -22; HCV inh: 1%; Giardia FBPA inh: 6%; AmpC inh detg: 0%; Sm TGR block: -8%; AMA1-RON2 inh: 0%

Results for Cn1ccnc1SCC(=O)c1c[nH]c2ccccc12 ?
HCMV antiviral: 82; HCV inh: 5%; Giardia FBPA inh: -17%; AmpC inh detg: 0%; Sm TGR block: 7%; AMA1-RON2 inh: -10%

How did O=C(Cn1cnc2scc(-c3ccccc3)c2c1=O)N1CCOCC1 do in these assays?
HCMV antiviral: 30; HCV inh: 14%; Giardia FBPA inh: -2%; AmpC inh detg: 2%; Sm TGR block: -2%; AMA1-RON2 inh: -1%

Results for Cc1cc(C)cc(NC(=O)CCN2C(=O)c3ccccc3S2(=O)=O)c1 ?
HCMV antiviral: 8; HCV inh: -2%; Giardia FBPA inh: -4%; AmpC inh detg: 2%; Sm TGR block: 8%; AMA1-RON2 inh: 20%

How did CCCCOc1cccc(C(=O)N(Cc2cccs2)c2ccc(OC)cc2)c1 do in these assays?
HCMV antiviral: -60*; AmpC inh detg: 17%; Sm TGR block: 0%

How did O=S(=O)(c1ccc(Cl)s1)N1CCN(C/C=C/c2ccccc2)CC1 do in these assays?
HCMV antiviral: -40; HCV inh: -7%; Giardia FBPA inh: inconclusive; AmpC inh detg: -12%; Sm TGR block: 4%; AMA1-RON2 inh: -29%

Results for CC1CC(C)CN(CCCNC(=O)c2csc3c2CCCCC3)C1 (configuration not stated) ?
HCMV antiviral: 3; HCV inh: -5%; Giardia FBPA inh: 7%; AmpC inh detg: 2%; Sm TGR block: 9%; AMA1-RON2 inh: 10%

Results for Cc1c(C(=O)O)cccc1-c1ccc(/C=C2\SC(=O)NC2=O)o1 ?
HCMV antiviral: 13; HCV inh: 13%; Giardia FBPA inh: inconclusive; AmpC inh detg: -4%; Sm TGR block: -1%; AMA1-RON2 inh: -2%
